Screening data as filed in PubChem.
PAD4 inh = inhibitors of human PAD4. Q9UM07. recombinant PAD4, RCA probe fluorescence polarization. inhibition, % at 6.36 µM. 0.41% of 330,000 active. AID 485272;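 active = percent inhibition above a cutoff equal to the mean of all tested compounds plus 3 SD, cut at about 15% in these data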;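 note: 0% = PAD4 with RCA probe and DMSO and 100% = probe without PAD4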
LYPLA2 counter = blocks human lysophospholipase 2, a PME1 counter-screen; O95372; recombinant LYPLA2, FP-Rh probe fluorescence polarization; inhibition, % at 5.9 µM; 0.38% of 320,000 active; AID 2177;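 active = inhibition above the screen-wide mean plus 3 SD, limit set per campaign, cut at about 26% in these data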;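 note: 0% = LYPLA2 with DMSO and 100% = wells lacking LYPLA2 enzyme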
Target sequence (O95372 whole entry, looked up): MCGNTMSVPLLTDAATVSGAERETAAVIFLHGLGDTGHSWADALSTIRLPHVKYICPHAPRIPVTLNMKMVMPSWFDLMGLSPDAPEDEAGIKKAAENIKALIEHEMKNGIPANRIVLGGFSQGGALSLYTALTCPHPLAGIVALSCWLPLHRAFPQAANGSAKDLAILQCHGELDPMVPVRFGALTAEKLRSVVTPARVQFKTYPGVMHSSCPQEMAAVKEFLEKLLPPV
LYPLA1 inh = blocks human lysophospholipase 1, a PME1 counter-screen; O75608; AID 2174; recombinant LYPLA1, FP-Rh probe fluorescence polarization; inhibition, % at 5.9 µM; 0.16% of 320,000 active;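 active = inhibition above the mean of all tested compounds plus 3 SD, set per campaign, cut at about 14% in these data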;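 note: inhibitors block serine hydrolase probe labeling of LYPLA1 so polarization falls; 0% = enzyme with DMSO and 100% = wells lacking LYPLA1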
Target sequence (O75608 whole entry, looked up): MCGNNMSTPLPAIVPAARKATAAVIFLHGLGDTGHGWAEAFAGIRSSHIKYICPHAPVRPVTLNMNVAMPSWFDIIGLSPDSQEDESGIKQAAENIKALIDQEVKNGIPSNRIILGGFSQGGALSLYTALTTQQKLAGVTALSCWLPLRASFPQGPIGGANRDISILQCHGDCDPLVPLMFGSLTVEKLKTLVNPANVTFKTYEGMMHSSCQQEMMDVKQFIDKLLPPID
PME-1 primary = blocks human protein phosphatase methylesterase 1; recombinant PME-1, FP-Rh probe fluorescence polarization; 0.53% of 320,000 active; AID 2130; inhibition, % at 5.9 µM; Q9Y570;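 active = inhibition above the campaign mean of all compounds plus 3 SD, cut at about 26% in these data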;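 note: competitive labeling of PME-1 active site by serine hydrolase directed probe; 0% = PME-1 with DMSO and 100% = wells lacking PME-1 enzyme; inhibitors block probe labeling so polarization falls and inhibition rises; many of its hits are not listed in these tables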
PAFAH1B3 inh = blocks human PAF acetylhydrolase 1B catalytic subunit 3; 0.28% of 340,000 active; recombinant PAFAH1B3, FP-rhodamine probe, fluorescence polarization; Q15102; AID 492972; inhibition, % at 3.39 µM;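 active = inhibition above the screen-wide average of all tested compounds plus 3 SD, cut at about 25% in these data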;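 note: 0% = enzyme with DMSO only and 100% = wells lacking PAFAH1B3 protein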
PAFAH2 inh = inhibitors of human PAFAH2; Q99487; recombinant PAFAH2, FP-rhodamine activity probe, fluorescence polarization; inhibition, % at 3.39 µM; 0.99% of 340,000 active; AID 492956;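 active = inhibition above the mean over all tested compounds plus 3 SD, cut at about 30% in these data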;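 note: inhibitors block probe labeling of enzyme so polarization drops; 0% = enzyme with DMSO and 100% = wells lacking PAFAH2 protein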
pPAFAH inh = inhibitors of human plasma PAF acetylhydrolase (pPAFAH). recombinant pPAFAH, FP-rhodamine probe fluorescence polarization. inhibition, % at 3.39 µM. 1.5% of 330,000 active. AID 463082;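 active = inhibition above the mean inhibition across the screen plus 3 SD, cut at about 25% in these data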;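 note: inhibitors block binding of the rhodamine activity-based probe so polarization drops; 0% = enzyme with DMSO and 100% = wells lacking pPAFAH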
PAFAH1B2 inh = blocks human PAF acetylhydrolase 1b catalytic subunit 2; inhibition, % at 3.39 µM; recombinant PAFAH1B2, FP-rhodamine activity probe, fluorescence polarization; 1.2% of 340,000 active; P68402; AID 492953;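 active = inhibition above the mean of all tested compounds plus 3 SD, cut at about 24% in these data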;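 note: 0% = enzyme with DMSO and 100% = wells lacking PAFAH1B2; many of its hits are not listed in these tables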
Target sequence (P68402 whole entry, looked up): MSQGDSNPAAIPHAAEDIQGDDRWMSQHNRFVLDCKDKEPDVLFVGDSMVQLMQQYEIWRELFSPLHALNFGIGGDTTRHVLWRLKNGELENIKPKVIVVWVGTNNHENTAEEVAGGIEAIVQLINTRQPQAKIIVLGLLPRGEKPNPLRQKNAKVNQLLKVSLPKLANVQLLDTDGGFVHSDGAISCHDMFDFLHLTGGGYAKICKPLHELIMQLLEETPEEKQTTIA
GSTO1 inh = GSTO1 inhibition, counter-screen for RBBP9 inhibitors; inhibition, % at 5.96 µM; P78417; recombinant GSTO1, activity-based probe fluorescence polarization; 1.1% of 300,000 active;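 active = inhibition above the campaign mean inhibition plus 3 SD, cut at about 35% in these data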;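 note: 0% = GSTO1-1 with DMSO and 100% = wells lacking GSTO1-1 enzyme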
The depositor's hits bear a star; nt = no result given. Not all compounds are listed; the hit share may differ from the screen's.

1	O=C(NC1CCCCC1)c1cccc2c1C(=O)c1ccc(N3CCC(Cc4ccccc4)CC3)cc1S2(=O)=O
2	CCCNC(=O)COC(=O)c1ccccc1OCc1ccc(Cl)cc1
3	S=C1NCCc2ccc(Cl)cc2C1c1ccccc1 (stereo not given)
4	CCOc1ccc(Cl)cc1CN1CCOCC1
5	O=C(CCc1ccccc1)N/N=C/c1cccc([N+](=O)[O-])c1
6	Cc1oc(-c2ccc(Cl)cc2)nc1CN1CCC(C(=O)NCCCN2CCCC2=O)CC1
7	Cc1csc2nc3cc(C(N)=O)ccc3c(=O)n12
8	Cc1nnc(NC(=O)CSc2nccn2Cc2ccccc2)s1
9	NNC(=O)c1cccc(O)c1
10	CCc1ccc(NC(=O)Cc2ccc(NC3=NC4CS(=O)(=O)CC4S3)cc2)cc1 (stereo not given)
Screen / compound no.	1	2	3	4	5	6	7	8	9	10
PAD4 inh	-8	0	-4	-5	-3	-6	2	-1	-5	-6
LYPLA2 counter	nt	7	-5	0	7	7	3	2	-5	-2
LYPLA1 inh	nt	-4	-4	-1	4	-4	-2	0	-2	1
PME-1 primary	nt	10	7	-4	1	3	2	2	-9	1
PAFAH1B3 inh	-9	5	-3	2	16	7	6	2	1	11
PAFAH2 inh	-15	20	0	0	0	1	4	-6	6	3
pPAFAH inh	-3	9	-2	4	6	2	-1	-2	0	1
PAFAH1B2 inh	-7	4	9	3	-4	-4	1	-3	3	3
GSTO1 inh	nt	-6	2	2	-1	1	6	0	7	0

11	CC(=O)Nc1ccc(CN2CCN(C3CCCC3)C(CCO)C2)cc1 (stereo not given)
12	Nc1nc(-c2ccco2)cs1
13	COC(=O)c1ccc(NC(=O)[C@H](C)NC(N)=O)cc1
14	CCOC(=O)CSc1nnc(C2CCCCC2)n1C
15	COc1cc([N+](=O)[O-])cc(/C=N/NC(=O)Cn2cncn2)c1O
16	C=CCOc1c(Br)cc(CNc2ccc(NC(=O)C(C)C)c(OC)c2)cc1OCC
17	CCOC(=O)c1c(NC(=O)CCS(=O)(=O)c2ccccc2)sc2c1CCN(C)C2
18	O=C(NC1CCCN(c2ccc(C(F)(F)F)cn2)C1)c1cc(Cl)ccc1F (stereo not given)
19	CN(C)c1nc(-c2cccs2)cc(C(F)(F)F)c1C#N
20	O=c1c(Oc2ccccc2Br)c(C(F)(F)F)oc2c(CN3CCCC3)c(O)ccc12
Screen / compound no.	11	12	13	14	15	16	17	18	19	20
PAD4 inh	1	2	-1	0	2	-7	-8	-2	-8	1
LYPLA2 counter	8	1	0	2	2	0	-9	-10	-8	-4
LYPLA1 inh	7	-2	0	-1	2	-6	-2	-2	-3	-3
PME-1 primary	2	-1	-1	3	2	3	-3	9	-7	-3
PAFAH1B3 inh	-1	10	4	4	4	-3	9	3	-1	-2
PAFAH2 inh	-4	-1	7	-3	6	5	3	-4	0	0
pPAFAH inh	7	8	4	3	5	7	5	3	-5	-2
PAFAH1B2 inh	2	6	-1	2	5	2	-1	-4	1	0
GSTO1 inh	6	6	6	1	1	3	1	7	1	0

An excerpt from above in order of their number in PME-1 primary, descending.
no. | Structure | PAD4 inh | PME-1 primary | PAFAH1B3 inh | PAFAH2 inh | pPAFAH inh | PAFAH1B2 inh
14 | CCOC(=O)CSc1nnc(C2CCCCC2)n1C | 0 | 3 | 4 | -3 | 3 | 2
20 | O=c1c(Oc2ccccc2Br)c(C(F)(F)F)oc2c(CN3CCCC3)c(O)ccc12 | 1 | -3 | -2 | 0 | -2 | 0
19 | CN(C)c1nc(-c2cccs2)cc(C(F)(F)F)c1C#N | -8 | -7 | -1 | 0 | -5 | 1

The list goes on:
21	COc1ccccc1NS(=O)(=O)c1ccc(NC(=O)CCNC(=O)c2ccco2)cc1
22	COc1cc(C(=O)NC(=S)N2CCN(C)CC2)cc(OC)c1OC
23	c1ccc2c(COn3nnc4ccccc43)cccc2c1
24	COc1ccc(/C=C(/NC(=O)c2ccccc2)c2nc3ccccc3[nH]2)cc1OC
25	O=C(CSc1nnc(COc2ccccc2F)n1-c1ccccc1)NCc1ccco1
26	COc1cc(/C=C2\NC(=S)NC2=O)ccc1OCc1cccc(C(=O)O)c1
Screen / compound no.	21	22	23	24	25	26
PAD4 inh	-3	-3	-2	2	0	-5
LYPLA2 counter	-3	nt	0	-4	-3	15
LYPLA1 inh	-4	nt	-1	-1	4	4
PME-1 primary	13	nt	3	2	0	-5
PAFAH1B3 inh	7	7	9	-2	-3	2
PAFAH2 inh	-2	2	-1	-3	11	3
pPAFAH inh	-3	0	3	3	4	0
PAFAH1B2 inh	4	1	8	-2	4	-6
GSTO1 inh	2	nt	34	-1	11	-88

Grouped by structure, the entries above with a halogen
2	CCCNC(=O)COC(=O)c1ccccc1OCc1ccc(Cl)cc1
3	S=C1NCCc2ccc(Cl)cc2C1c1ccccc1 (stereo not given)
4	CCOc1ccc(Cl)cc1CN1CCOCC1
6	Cc1oc(-c2ccc(Cl)cc2)nc1CN1CCC(C(=O)NCCCN2CCCC2=O)CC1
16	C=CCOc1c(Br)cc(CNc2ccc(NC(=O)C(C)C)c(OC)c2)cc1OCC
18	O=C(NC1CCCN(c2ccc(C(F)(F)F)cn2)C1)c1cc(Cl)ccc1F (stereo not given)
19	CN(C)c1nc(-c2cccs2)cc(C(F)(F)F)c1C#N
20	O=c1c(Oc2ccccc2Br)c(C(F)(F)F)oc2c(CN3CCCC3)c(O)ccc12
25	O=C(CSc1nnc(COc2ccccc2F)n1-c1ccccc1)NCc1ccco1
Screen / compound no.	2	3	4	6	16	18	19	20	25
PAD4 inh	0	-4	-5	-6	-7	-2	-8	1	0
LYPLA2 counter	7	-5	0	7	0	-10	-8	-4	-3
LYPLA1 inh	-4	-4	-1	-4	-6	-2	-3	-3	4
PME-1 primary	10	7	-4	3	3	9	-7	-3	0
PAFAH1B3 inh	5	-3	2	7	-3	3	-1	-2	-3
PAFAH2 inh	20	0	0	1	5	-4	0	0	11
pPAFAH inh	9	-2	4	2	7	3	-5	-2	4
PAFAH1B2 inh	4	9	3	-4	2	-4	1	0	4
GSTO1 inh	-6	2	2	1	3	7	1	0	11
